pPAFAH FP inh – pPAFAH enzyme inhibitors, primary screen, biochemical, fluorescence polarization, human. AID 463082, 2010. recombinant pPAFAH, FP-rhodamine probe fluorescence polarization. inhibition, % at 3.39 µM. 330,000 tested, 1.5% active;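 active means inhibition above the mean inhibition across the screen plus 3 SD, cut at about 25% in these data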;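 further: inhibitors block binding of the rhodamine activity-based probe so polarization drops; 0% = enzyme with DMSO and 100% = wells lacking pPAFAH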
Target sequence (Q13093 whole entry, looked up): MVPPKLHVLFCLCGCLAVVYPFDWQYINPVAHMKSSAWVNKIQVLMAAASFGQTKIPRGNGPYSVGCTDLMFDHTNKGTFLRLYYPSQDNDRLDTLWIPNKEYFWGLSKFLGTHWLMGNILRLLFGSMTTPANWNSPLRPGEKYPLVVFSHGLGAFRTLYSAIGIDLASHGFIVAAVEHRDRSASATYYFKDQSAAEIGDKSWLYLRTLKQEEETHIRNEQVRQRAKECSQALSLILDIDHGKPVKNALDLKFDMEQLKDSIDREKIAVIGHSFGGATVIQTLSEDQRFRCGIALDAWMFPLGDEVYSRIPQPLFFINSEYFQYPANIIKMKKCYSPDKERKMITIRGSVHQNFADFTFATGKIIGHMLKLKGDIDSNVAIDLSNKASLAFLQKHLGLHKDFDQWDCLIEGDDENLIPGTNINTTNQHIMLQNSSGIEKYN
PAD4 inh – human PAD4 inhibitors, primary screen, biochemical, fluorescence polarization, 1536-well format. inhibition, % at 6.36 µM. 330,000 tested, 0.41% active. Protein-arginine deiminase type-4 (Homo sapiens), Q9UM07. AID 485272, 2010. recombinant PAD4, RCA probe fluorescence polarization;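 active means percent inhibition above a cutoff equal to the mean of all tested compounds plus 3 SD, cut at about 15% in these data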;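 further: 0% = PAD4 with RCA probe and DMSO and 100% = probe without PAD4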
LYPLA1 inh – LYPLA1 inhibitors, primary screen, counter-screen for PME1 inhibitor project, biochemical, fluorescence polarization, FP-Rh probe ABPP; inhibition, % at 5.9 µM; recombinant LYPLA1; AID 2174, 2009; Acyl-protein thioesterase 1 (Homo sapiens), O75608; 320,000 tested, 0.16% active;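 active means inhibition above the mean of all tested compounds plus 3 SD, set per campaign, cut at about 14% in these data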;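 further: inhibitors block serine hydrolase probe labeling of LYPLA1 so polarization falls; 0% = enzyme with DMSO and 100% = wells lacking LYPLA1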
Target sequence (O75608 whole entry, looked up): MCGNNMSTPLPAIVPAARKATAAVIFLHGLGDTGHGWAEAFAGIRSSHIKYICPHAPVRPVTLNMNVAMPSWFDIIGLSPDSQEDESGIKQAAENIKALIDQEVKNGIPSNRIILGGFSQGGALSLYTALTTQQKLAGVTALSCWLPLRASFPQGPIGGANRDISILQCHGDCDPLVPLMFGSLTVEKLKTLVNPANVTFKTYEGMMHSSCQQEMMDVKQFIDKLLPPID
PAFAH2 inh – PAFAH2 enzyme inhibitors, primary screen, biochemical, fluorescence polarization, human. Platelet-activating factor acetylhydrolase 2, cytoplasmic (Homo sapiens), Q99487. recombinant PAFAH2, FP-rhodamine activity probe. inhibition, % at 3.39 µM. 340,000 tested, 0.99% active. AID 492956, 2010;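 active means inhibition above the mean over all tested compounds plus 3 SD, cut at about 30% in these data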;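 further: inhibitors block probe labeling of enzyme so polarization drops; 0% = enzyme with DMSO and 100% = wells lacking PAFAH2 protein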
GSTO1 counter – inhibitors of recombinant GSTO1, primary screen, counter-screen for RBBP9 inhibitor project, biochemical, fluorescence polarization; activity-based probe fluorescence polarization; 300,000 tested, 1.1% active; Glutathione S-transferase omega-1 (Homo sapiens), P78417; inhibition, % at 5.96 µM;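 active means inhibition above the campaign mean inhibition plus 3 SD, cut at about 35% in these data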;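 further: 0% = GSTO1-1 with DMSO and 100% = wells lacking GSTO1-1 enzyme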
Target sequence (P78417 whole entry, looked up): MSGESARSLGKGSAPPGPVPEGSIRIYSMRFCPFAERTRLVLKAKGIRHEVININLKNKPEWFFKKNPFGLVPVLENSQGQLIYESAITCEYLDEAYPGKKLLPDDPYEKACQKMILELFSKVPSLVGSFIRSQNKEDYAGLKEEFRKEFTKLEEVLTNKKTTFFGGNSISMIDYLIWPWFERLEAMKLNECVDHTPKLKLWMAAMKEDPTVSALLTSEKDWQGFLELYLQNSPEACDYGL
PAFAH1B2 FP inh – PAFAH1B2 enzyme inhibitors, primary screen, biochemical, fluorescence polarization, human; recombinant PAFAH1B2, FP-rhodamine activity probe; inhibition, % at 3.39 µM; 340,000 tested, 1.2% active;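 active means inhibition above the mean of all tested compounds plus 3 SD, cut at about 24% in these data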;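 further: 0% = enzyme with DMSO and 100% = wells lacking PAFAH1B2; many of its hits are not listed in these tables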
PREPL inhibitor – PREPL enzyme inhibitors, primary screen, biochemical, fluorescence polarization; Prolyl endopeptidase-like (Homo sapiens), Q4J6C6; recombinant PREPL, fluorescence polarization activity-based probe; inhibition, % at 5.96 µM; 320,000 tested, 0.68% active; in the data active means inhibition above about 43%;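 further: 0% = enzyme with DMSO and 100% = wells lacking enzyme; many of its hits are not listed in these tables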
LYPLA2 counter – LYPLA2 inhibitors, primary screen, counter-screen for PME1 inhibitor project, biochemical, fluorescence polarization, FP-Rh probe ABPP; Acyl-protein thioesterase 2 (Homo sapiens), O95372; recombinant LYPLA2; inhibition, % at 5.9 µM; 320,000 tested, 0.38% active;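 active means inhibition above the screen-wide mean plus 3 SD, limit set per campaign, cut at about 26% in these data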;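 further: 0% = LYPLA2 with DMSO and 100% = wells lacking LYPLA2 enzyme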
PAFAH1B3 FP inh – PAFAH1B3 enzyme inhibitors, primary screen, biochemical, fluorescence polarization, human; Platelet-activating factor acetylhydrolase IB subunit alpha1 (Homo sapiens), Q15102; AID 492972, 2010; 340,000 tested, 0.28% active; inhibition, % at 3.39 µM; recombinant PAFAH1B3, FP-rhodamine probe;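 active means inhibition above the screen-wide average of all tested compounds plus 3 SD, cut at about 25% in these data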;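 further: 0% = enzyme with DMSO only and 100% = wells lacking PAFAH1B3 protein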
* marks the source's active call; other numbers are inactive results.

For COc1ccc(CC(=O)NC(C)C2COc3ccccc3O2)cc1OC (configuration not stated) the results were pPAFAH FP inh 2.1, PAD4 inh -1.3, LYPLA1 inh -1.5, PAFAH2 inh -6.1, GSTO1 counter 4.1, PAFAH1B2 FP inh -1.4, PREPL inhibitor -6.4, LYPLA2 counter 1.2 and PAFAH1B3 FP inh 4.9.
Screening COCCn1c(C)cc2c(c1=O)C(c1ccco1)C(C#N)=C(N)O2 (configuration not stated) returned pPAFAH FP inh -3.2, PAD4 inh -0.5, LYPLA1 inh -0.8, PAFAH2 inh -2.8, GSTO1 counter 2.9, PAFAH1B2 FP inh -1.6, PREPL inhibitor -4.0, LYPLA2 counter -3.7 and PAFAH1B3 FP inh 5.4.
For CCOC(=O)N1CCN(C(=O)CCC2CCCC2)CC1 the results were pPAFAH FP inh -9.9, PAD4 inh -8.6, LYPLA1 inh 3.4, PAFAH2 inh 2.3, GSTO1 counter 5.2, PAFAH1B2 FP inh 2.0, PREPL inhibitor -16.8, LYPLA2 counter -3.1 and PAFAH1B3 FP inh 10.1.
Screening O=C(Nc1ccon1)Nc1ccc(F)cc1F returned pPAFAH FP inh 1.1, PAD4 inh 4.3, LYPLA1 inh -2.0, PAFAH2 inh 0.8, GSTO1 counter -3.5, PAFAH1B2 FP inh 5.0, PREPL inhibitor -4.5, LYPLA2 counter -0.6 and PAFAH1B3 FP inh 11.0.
`S=C(NCCNC(=S)Nc1ccccc1)Nc1ccccc1` gave pPAFAH FP inh 6.9, PAD4 inh 2.8, LYPLA1 inh -0.3, PAFAH2 inh -5.4, GSTO1 counter 7.6, PAFAH1B2 FP inh -1.0, PREPL inhibitor 13.2, LYPLA2 counter 8.9 and PAFAH1B3 FP inh 10.0.
`O=C(COC(=O)Cn1nnc2ccccc21)NC1CCCC1` gave pPAFAH FP inh 2.3, PAD4 inh 2.5, LYPLA1 inh -1.4, PAFAH2 inh 1.9, GSTO1 counter -1.0, PAFAH1B2 FP inh 3.1, PREPL inhibitor 4.2, LYPLA2 counter -3.9 and PAFAH1B3 FP inh 10.8.
For CCOc1ccc2oc(C(=O)NC3CCN(Cc4ccccc4)CC3)c(C)c2c1 the results were pPAFAH FP inh 0.8, PAD4 inh -3.0, LYPLA1 inh 1.6, PAFAH2 inh 0.9, GSTO1 counter -0.5, PAFAH1B2 FP inh -0.1, PREPL inhibitor -5.9, LYPLA2 counter 4.8 and PAFAH1B3 FP inh 4.1.
Screening COc1ccc(C(=O)O)cc1S(=O)(=O)NCc1cccnc1 returned pPAFAH FP inh 1.3, PAD4 inh -0.9, LYPLA1 inh 1.9, PAFAH2 inh -6.3, GSTO1 counter -2.0, PAFAH1B2 FP inh 3.5, PREPL inhibitor 1.0, LYPLA2 counter 0.8 and PAFAH1B3 FP inh 2.7.
For Cc1nn(-c2ccccc2)c(C)c1[N+](=O)[O-] the results were pPAFAH FP inh -2.1, PAD4 inh -7.8, LYPLA1 inh 0.1, PAFAH2 inh 9.0, GSTO1 counter -1.4, PAFAH1B2 FP inh 4.5, PREPL inhibitor 10.6, LYPLA2 counter 7.6 and PAFAH1B3 FP inh 1.9.
`Cc1nc(N)sc1-c1csc(Nc2cccc(O)c2)n1` gave pPAFAH FP inh 13.6, PAD4 inh -10.6, LYPLA1 inh -5.2, PAFAH2 inh 4.9, GSTO1 counter 8.1, PAFAH1B2 FP inh 7.7, PREPL inhibitor 8.7, LYPLA2 counter -5.0 and PAFAH1B3 FP inh 13.5.
CC(OC(=O)C1CC(O)CN1S(=O)(=O)c1ccccc1[N+](=O)[O-])C(=O)N1CCCCC1 (configuration not stated) was read as pPAFAH FP inh 5.4, PAD4 inh -6.8, LYPLA1 inh -0.8, PAFAH2 inh 3.0, GSTO1 counter -0.2, PAFAH1B2 FP inh -7.6, PREPL inhibitor 2.4, LYPLA2 counter 1.7 and PAFAH1B3 FP inh 1.4.
Screening Cc1cccn2c(CNCCCn3ncc4ccccc43)c(C(=O)N3CCCCC3)nc12 returned pPAFAH FP inh 0.3, PAD4 inh 5.9, LYPLA1 inh 1.3, PAFAH2 inh -2.8, GSTO1 counter 0.5, PAFAH1B2 FP inh 6.6, PREPL inhibitor 31.0, LYPLA2 counter 7.0 and PAFAH1B3 FP inh 5.4.
Screening Cc1cc(C)n(CCSCC(=O)O)n1 returned pPAFAH FP inh 1.2, PAD4 inh -0.9, LYPLA1 inh 2.9, PAFAH2 inh 8.9, GSTO1 counter -3.2, PAFAH1B2 FP inh 5.8, PREPL inhibitor 11.7, LYPLA2 counter 1.1 and PAFAH1B3 FP inh -2.2.
For c1ccc(Oc2cc(-c3ccccc3)ncn2)cc1 the results were pPAFAH FP inh 11.7, PAD4 inh -4.5, LYPLA1 inh -0.7, PAFAH2 inh 5.5, GSTO1 counter 0.2, PAFAH1B2 FP inh 4.5, PREPL inhibitor 5.4, LYPLA2 counter -4.8 and PAFAH1B3 FP inh 4.4.
Screening O=c1cc(NCc2ccccc2)nc2n1CCCS2 returned pPAFAH FP inh 5.4, PAD4 inh -7.4, LYPLA1 inh 0.9, PAFAH2 inh 10.0, GSTO1 counter -0.2, PAFAH1B2 FP inh -0.5, PREPL inhibitor 12.5, LYPLA2 counter -3.3 and PAFAH1B3 FP inh 10.4.
CC1=C(C(=O)Nc2ccc(C)cc2C)C(c2ccc(C)o2)NC(=S)N1 (configuration not stated) was read as pPAFAH FP inh 7.2, PAD4 inh -1.4, LYPLA1 inh -2.0, PAFAH2 inh -3.3, GSTO1 counter 16.1, PAFAH1B2 FP inh -1.8, PREPL inhibitor 15.2, LYPLA2 counter 6.1 and PAFAH1B3 FP inh 3.5.
CC(C)c1ccccc1NC(=S)NC1CCCCC1 was read as pPAFAH FP inh 2.9, PAD4 inh -2.6, LYPLA1 inh -0.6, PAFAH2 inh 7.8, GSTO1 counter 6.3, PAFAH1B2 FP inh -3.2, PREPL inhibitor -3.0, LYPLA2 counter 6.8 and PAFAH1B3 FP inh 13.5.
Screening CCOC(=O)c1cc2sc(C)cc2n1CC(=O)N1CCN(C(=O)c2ccco2)CC1 returned pPAFAH FP inh 3.5, PAD4 inh 1.1, LYPLA1 inh -1.9, PAFAH2 inh -0.4, GSTO1 counter 8.1, PAFAH1B2 FP inh 3.3, PREPL inhibitor 8.7, LYPLA2 counter 0.9 and PAFAH1B3 FP inh 0.5.
Cc1ccc(NC(=O)c2cccc(Cl)c2)nc1 was read as pPAFAH FP inh 1.8, PAD4 inh -2.3, LYPLA1 inh -0.5, PAFAH2 inh -6.0, GSTO1 counter 2.3, PAFAH1B2 FP inh 2.1, PREPL inhibitor -3.1, LYPLA2 counter -5.0 and PAFAH1B3 FP inh 3.6.
Screening C[C@@H]1C=C(C(=O)NCc2nc3ccccc3[nH]2)O[C@H](OCCCCO)C1 returned pPAFAH FP inh -2.4, PAD4 inh 13.0, LYPLA1 inh -3.6, PAFAH2 inh -3.2, GSTO1 counter 3.9, PAFAH1B2 FP inh -6.2, PREPL inhibitor 3.6, LYPLA2 counter -2.6 and PAFAH1B3 FP inh active.
Screening COc1ccc(NC(=O)c2cccc(N3C(=O)C4CCC(C)CC4C3=O)c2)c(OC)c1 (configuration not stated) returned pPAFAH FP inh 0.2, PAD4 inh -4.6, LYPLA1 inh -1.4, PAFAH2 inh -0.3, GSTO1 counter -2.1, PAFAH1B2 FP inh 2.7, PREPL inhibitor -0.4, LYPLA2 counter 0.1 and PAFAH1B3 FP inh 1.6.
`N#C/C(=C\c1cn(Cc2ccc(C#N)cc2)c2ccccc12)C(=O)NCc1cccs1` gave pPAFAH FP inh -2.0, PAD4 inh -1.3, LYPLA1 inh -2.5, PAFAH2 inh -5.5, GSTO1 counter 10.9, PAFAH1B2 FP inh 5.7, PREPL inhibitor -1.0, LYPLA2 counter 5.1 and PAFAH1B3 FP inh -4.3.
`COc1ccc(-c2[nH]ncc2CN(C)CCN2CCOCC2)cc1F` gave pPAFAH FP inh 2.2, PAD4 inh -1.6, LYPLA1 inh -0.6, PAFAH2 inh -1.5, GSTO1 counter -0.8, PAFAH1B2 FP inh -0.1, PREPL inhibitor -0.6, LYPLA2 counter -5.2 and PAFAH1B3 FP inh 4.7.
Cc1cc(NC(=O)COC(=O)c2cccc(S(=O)(=O)N(C)C3CCCCC3)c2)no1 was read as pPAFAH FP inh 16.0, PAD4 inh 1.8, LYPLA1 inh 0.2, PAFAH2 inh 13.1, GSTO1 counter -0.1, PAFAH1B2 FP inh 9.2, PREPL inhibitor 0.5, LYPLA2 counter 0.4 and PAFAH1B3 FP inh 15.8.
Screening Cc1ccc(S(=O)(=O)NCCSc2nnnn2C)cc1 returned pPAFAH FP inh 4.5, PAD4 inh -3.4, LYPLA1 inh -1.6, PAFAH2 inh 6.3, GSTO1 counter -3.6, PAFAH1B2 FP inh 2.9, PREPL inhibitor 3.1, LYPLA2 counter 3.9 and PAFAH1B3 FP inh 10.9.
For c1ccc(-c2nc(N3CCOCC3)c3ccccc3n2)nc1 the results were pPAFAH FP inh -1.8, PAD4 inh 0.3, LYPLA1 inh 0.3, PAFAH2 inh 1.4, GSTO1 counter -2.4, PAFAH1B2 FP inh 1.9, PREPL inhibitor 4.1, LYPLA2 counter 2.1 and PAFAH1B3 FP inh 7.5.
CNS(=O)(=O)c1cn(CC(=O)NCc2ccccc2OC)cc1S(=O)(=O)NC was read as pPAFAH FP inh 4.6, PAD4 inh -6.3, LYPLA1 inh 1.4, PAFAH2 inh 4.1, GSTO1 counter 8.4, PAFAH1B2 FP inh -0.9, PREPL inhibitor 4.4, LYPLA2 counter -0.1 and PAFAH1B3 FP inh 1.3.
For CC(C)(C)CC(=O)NCCCN1CCOCC1 the results were pPAFAH FP inh -11.6, PAD4 inh -7.2, LYPLA1 inh 0.0, PAFAH2 inh 0.6, GSTO1 counter -4.0, PAFAH1B2 FP inh 2.6, PREPL inhibitor 8.4, LYPLA2 counter -5.2 and PAFAH1B3 FP inh 5.7.
COc1ccc(NC(=O)C2=NN(C3CCS(=O)(=O)C3)C(=O)CC2)cn1 (configuration not stated) was read as pPAFAH FP inh 6.8, PAD4 inh -7.4, LYPLA1 inh 0.9, PAFAH2 inh 1.8, GSTO1 counter -1.4, PAFAH1B2 FP inh 8.3, PREPL inhibitor 4.1, LYPLA2 counter -0.1 and PAFAH1B3 FP inh 9.8.
For COCCn1c(=S)[nH]c2ncccc2c1=O the results were pPAFAH FP inh 3.8, PAD4 inh -2.9, LYPLA1 inh -1.7, PAFAH2 inh 3.5, GSTO1 counter 5.3, PAFAH1B2 FP inh 2.0, PREPL inhibitor 4.0, LYPLA2 counter -4.2 and PAFAH1B3 FP inh 7.5.
CSc1nnc(C)c(=O)n1COC(=O)c1ccc([N+](=O)[O-])cc1 was read as pPAFAH FP inh 4.2, PAD4 inh 0.8, LYPLA1 inh -1.0, PAFAH2 inh 0.1, GSTO1 counter 4.9, PAFAH1B2 FP inh 3.4, PREPL inhibitor 9.3, LYPLA2 counter 2.9 and PAFAH1B3 FP inh 7.8.

Screening data as filed in PubChem BioAssay.

These rows are one share of the data; the hit share may differ from the screen's.
